CatS inh: inhibitors of human cathepsin S, biochemical, compound mixtures. P25774. recombinant cathepsin S, AMC dipeptide fluorescence, pooled mixtures. inhibition, %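 (tested at 5 µM per compound within 10-compound mixtures)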. hit rate 0.06% among 62,000. AID 501, 2006; in the data active = inhibition above about 32%, passing the limit was not always enough;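 note: 0% = enzyme without compound and 100% = blank without enzyme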
Target sequence (P25774 115-331 limits assumed): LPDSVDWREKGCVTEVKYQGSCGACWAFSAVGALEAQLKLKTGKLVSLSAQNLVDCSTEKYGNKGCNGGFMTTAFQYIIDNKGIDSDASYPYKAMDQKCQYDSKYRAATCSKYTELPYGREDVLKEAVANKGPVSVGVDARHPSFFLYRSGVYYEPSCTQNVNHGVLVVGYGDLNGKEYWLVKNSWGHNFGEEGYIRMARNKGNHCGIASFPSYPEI
Her2 expr inh: inhibitors of Her2 protein expression, primary screen, SKBR-3 cells, AlphaScreen, 66K library; hit rate 0.69% among 65,000; Receptor tyrosine-protein kinase erbB-2 (Homo sapiens), P04626; AID 645, 2007; SKBR-3 HER2 protein level, 18-24 h; stronger effect = lower value; HER2 level % of control, % at 10 µM;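 active = HER2 level under 5% of the carrier-only control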;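 note: 100% = DMSO carrier and 0% = 500 nM PU-H71 HSP90 inhibitor; lower value means stronger loss of Her2 protein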
CatB mixtures: cathepsin B inhibitors from pooled compounds, primary screen, biochemical, compound mixtures, AMC fluorescence | P07858 | Purified cathepsin B, AMC dipeptide fluorescence | inhibition, %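 (ten-compound pools at 5 µM per compound and 50 µM total)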 | hit rate 0.06% among 62,000; in the data active = inhibition above about 22%, passing the limit was not always enough;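 note: 0% = enzyme without compound and 100% = no enzyme blank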
C1s block: complement C1s protease inhibitors, primary screen, biochemical, 10-compound mixtures. mean inhibition % of two 10-compound mixtures (stronger effect = higher value), % at 5 µM (by protocol). purified C1s, fluorogenic AMC substrate, pooled mixtures. hit rate 0.16% among 62,000. AID 538, 2006. Complement C1s subcomponent (Homo sapiens), P09871;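 active = inhibition above 20% in each of the two 10-compound mixture wells holding the compound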;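 note: 0% = enzyme wells lacking compound mixture and 100% = no-enzyme blank wells; some compounds called inactive have numbers as strong as hits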
ROCK2 inh: inhibitors of human ROCK2 kinase, primary screen, biochemical, high-throughput, luminescence. purified ROCK2, Kinase-Glo ATP depletion luminescence. inhibition, % at 6 µM. hit rate 0.35% among 60,000;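 active = inhibition above the screen-wide mean inhibition plus 3 SD, cut at about 18% in these data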;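 note: plate controls were DMSO wells for no effect and Y-27632 control wells after no-enzyme background subtraction for full effect; many of its hits are not listed in these tables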
CatB inh: human cathepsin B inhibitors, primary screen, biochemical, fluorogenic substrate | P07858 | purified cathepsin B, fluorescence | inhibition, %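 (tested at 10 µM)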 | hit rate 0.1% among 63,000 | AID 453, 2006; in the data active = inhibition above about 21%;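 note: 0% = enzyme with no compound and 100% = no enzyme blank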
CatL inh: inhibitors of human cathepsin L, biochemical. hit rate 0.17% among 58,000. Procathepsin L (Homo sapiens), P07711. purified cathepsin L, fluorogenic substrate, fluorescence. inhibition, %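 (tested at 10 µM)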; in the data active = inhibition above about 45%;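 note: 0% = enzyme with no compound and 100% = no enzyme blank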
Target sequence (P07711 114-288 limits assumed): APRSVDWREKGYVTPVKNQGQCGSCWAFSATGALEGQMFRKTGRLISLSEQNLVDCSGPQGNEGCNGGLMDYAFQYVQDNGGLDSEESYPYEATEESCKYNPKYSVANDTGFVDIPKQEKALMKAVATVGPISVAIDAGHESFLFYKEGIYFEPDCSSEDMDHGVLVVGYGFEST
Target sequence (P07711 292-333 limits assumed): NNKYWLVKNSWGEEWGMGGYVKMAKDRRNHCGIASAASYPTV
PKA inh: inhibitors of human PKA kinase activity, primary screen, biochemical, ATP-depletion luminescence, Kemptide substrate; cAMP-dependent protein kinase catalytic subunit alpha (Homo sapiens), P17612; PKA Kemptide phosphorylation, Kinase-Glo ATP luminescence; inhibition, % at 6 µM; hit rate 0.1% among 65,000;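 active = inhibition above the screen-wide mean inhibition plus 3 SD, cut at about 21% in these data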; note: many of its hits are not listed in these tables
CatG inh: human cathepsin G inhibitors, primary screen, biochemical, pooled compound mixtures, AMC fluorescence; P08311; purified enzyme, AMC-tetrapeptide fluorescence; inhibition, % at 5 µM (by protocol); hit rate 0.2% among 62,000; AID 581, 2007;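 active = inhibition above 20% in each of the two mixture wells holding the compound; inactive = inhibition of 20% or less in either well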;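 note: 0% = enzyme control without mixture and 100% = blank lacking enzyme; strong numbers were not always called active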
Target sequence (P08311 21-244 limits assumed): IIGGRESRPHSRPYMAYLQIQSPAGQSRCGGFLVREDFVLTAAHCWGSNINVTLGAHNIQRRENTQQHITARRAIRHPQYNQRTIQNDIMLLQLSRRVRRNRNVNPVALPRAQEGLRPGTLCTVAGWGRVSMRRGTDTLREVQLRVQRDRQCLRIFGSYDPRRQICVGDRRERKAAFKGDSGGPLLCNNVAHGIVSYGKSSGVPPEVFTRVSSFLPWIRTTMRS
* hit, by the source's call; nt = no result given. This is a subset; the hit share may differ from the screen's.

1: Cc1ccc(Nc2nnns2)cc1C
2: O=C(O)CCc1nn2c3ccccc3nc2n(-c2ccccc2)c1=O
3: CCOC(=O)CN1C(=O)C(O)(c2c(C)[nH]c3ccccc23)c2ccccc21 (stereo not given)
4: CC(=O)Nc1nnc(SCc2cccc(F)c2)s1
5: CC(C)NS(=O)(=O)c1ccc(CCC(=O)N2CCOCC2)cc1
6: C/C=C(\CS(=O)(=O)c1ccccc1)S(=O)(=O)c1ccccc1

Compound,1,2,3,4,5,6
CatG inh,1,3,3,1,10,2
PKA inh,6,2,-8,-13,-2,8
Her2 expr inh,61,110,104,76,102,71
ROCK2 inh,5,2,-12,3,1,3
CatL inh,1,-11,-3,nt,-5,-7
CatS inh,11,-13,-2,8,3,-4
CatB mixtures,5,0,-4,-1,6,3
C1s block,5,-47,-2,-7,16,-3
CatB inh,8,2,-2,0,0,1

6 compounds from above, ordered by heavy-atom count, falling.
3: CCOC(=O)CN1C(=O)C(O)(c2c(C)[nH]c3ccccc23)c2ccccc21 (stereo not given)
2: O=C(O)CCc1nn2c3ccccc3nc2n(-c2ccccc2)c1=O
5: CC(C)NS(=O)(=O)c1ccc(CCC(=O)N2CCOCC2)cc1
6: C/C=C(\CS(=O)(=O)c1ccccc1)S(=O)(=O)c1ccccc1
4: CC(=O)Nc1nnc(SCc2cccc(F)c2)s1
1: Cc1ccc(Nc2nnns2)cc1C

Compound,3,2,5,6,4,1
CatG inh,3,3,10,2,1,1
PKA inh,-8,2,-2,8,-13,6
Her2 expr inh,104,110,102,71,76,61
ROCK2 inh,-12,2,1,3,3,5
CatL inh,-3,-11,-5,-7,nt,1
CatS inh,-2,-13,3,-4,8,11
CatB mixtures,-4,0,6,3,-1,5
C1s block,-2,-47,16,-3,-7,5
CatB inh,-2,2,0,1,0,8

The listing continues.
7: COc1ccc(NC2CC(=O)N(C(C)C)C2=O)cc1 (stereo not given)
8: O=C(C(c1ccccc1)c1ccccc1)N1CCN(Cc2ccccn2)CC1
9: Oc1ccc(-c2nc3ccccn3c2NCc2ccc3c(c2)OCO3)cc1
10: Cc1cccc(OCC(=O)Nc2ccc(N3CCCC3)cc2)c1C
11: CCOc1cc(C2C(C(=O)OC)=C(C)N=C3SCCC(=O)N32)ccc1OC(C)=O (stereo not given)
12: Cc1ccc(N(C(=O)CC2NC(=O)NC2=O)C2(C(=O)NC3CCCC3)CCCCC2)cc1 (stereo not given)

Compound,7,8,9,10,11,12
CatG inh,-2,0,0,2,-3,18
PKA inh,9,-1,9,-5,-5,9
Her2 expr inh,112,67,44,90,95,nt
ROCK2 inh,4,0,3,-1,-1,nt
CatL inh,7,1,-66,7,4,-2
CatS inh,8,-6,5,12,12,-1
CatB mixtures,-1,3,-6,5,2,5
C1s block,-10,0,-2,-28,-4,8
CatB inh,2,2,-4,-2,5,-1

13: O=C(COC(=O)c1cccs1)NCc1ccccc1
14: CC1CN(C(=O)CSc2nnc(-c3ccc(Cl)cc3)n2C)CC(C)O1 (stereo not given)
15: COc1ccc(N2CCN(CC(=O)N3CCC(C)CC3)CC2)cc1
16: COC(=O)c1sccc1NC(=O)c1ccoc1C
17: CC(=O)Nc1ccc(N2CCN(C(C)=O)CC2)cc1
18: COc1ccc(OC)c(NC(=O)CSc2nnnn2-c2ccc3c(c2)OCO3)c1

Compound,13,14,15,16,17,18
CatG inh,10,5,-19,-1,1,12
PKA inh,5,-2,-5,10,4,6
Her2 expr inh,75,97,103,19,104,80
ROCK2 inh,6,-2,4,5,4,-1
CatL inh,3,5,20,9,12,5
CatS inh,4,10,-4,-1,5,0
CatB mixtures,5,6,-1,-1,7,3
C1s block,-5,-12,-17,5,2,17
CatB inh,0,-3,2,-1,-4,-1

Ordered by the number under CatB inh (high to low): 3 from the list above
nr | Molecule | CatB inh
13 | O=C(COC(=O)c1cccs1)NCc1ccccc1 | 0
18 | COc1ccc(OC)c(NC(=O)CSc2nnnn2-c2ccc3c(c2)OCO3)c1 | -1
14 | CC1CN(C(=O)CSc2nnc(-c3ccc(Cl)cc3)n2C)CC(C)O1 (stereo not given) | -3

The list continues:
19: CCOC(=O)C(CC)n1nc(C)n2c(cc3sccc32)c1=O (stereo not given)
20: Cc1cccnc1NC(=O)C1CCN(S(=O)(=O)c2ccc3c(c2)CCC(=O)N3)CC1
21: CC(=O)Nc1ccccc1NC(=O)CC(C)(C)C
22: O=C1Nc2ccccc2C12OC1CCCCC1O2 (stereo not given)
23: C/C(O)=C\c1nc(=O)c2c(C)cc(C)nc2n1-c1ccccc1
24: Cc1ccc(CCNS(=O)(=O)c2cnc[nH]2)cc1

Compound,19,20,21,22,23,24
CatG inh,13,4,-17,-13,8,22
PKA inh,2,-2,1,4,7,8
Her2 expr inh,60,83,89,152,91,126
ROCK2 inh,-4,1,3,-4,4,4
CatL inh,10,nt,-3,-5,25,12
CatS inh,21,-6,-8,1,7,-2
CatB mixtures,4,3,0,-1,2,-1
C1s block,14,-12,-14,-17,5,10
CatB inh,4,3,1,3,-3,5

25: Cc1ccc(-n2ncc3c(NCCCN4CCOCC4)ncnc32)c(C)c1
26: Cc1ccc(S(=O)(=O)c2cc3c(=O)n4cc(C)ccc4nc3n(CC3CCCO3)c2=N)cc1 (stereo not given)
27: O=C(CSc1nc2c(cnn2-c2ccc(F)cc2)c(=O)[nH]1)N1CCCCCC1
28: CCOC(=O)Nc1ccc2c(CN3CCN(S(=O)(=O)c4ccccc4)CC3)cc(=O)oc2c1
29: Cc1nc2c(c(=O)n1Cc1ccco1)c1nc3ccccc3nc1n2Cc1ccccc1
30: COc1ccc(C(=O)c2cn[nH]c2-c2cc(Cl)ccc2O)cc1

Compound,25,26,27,28,29,30
CatG inh,-3,9,8,0,-8,-11
PKA inh,0,4,8,-1,10,7
Her2 expr inh,77,119,96,81,83,98
ROCK2 inh,3,-1,1,-3,2,1
CatL inh,13,-18,19,-2,-109,-1
CatS inh,-7,14,-7,7,-7,1
CatB mixtures,1,24,0,-2,0,1
C1s block,-2,2,4,-10,-18,-23
CatB inh,0,-1,1,-3,1,2

31: COc1ccc(N2C(=O)C3C(C2=O)C2C=CC3C23CC3)c(OC)c1 (stereo not given)
32: CCN1c2ccccc2NC2N=C(OC)C(c3ccccc3)C21 (stereo not given)
33: NC(=O)C1CCN(C(=O)C2c3ccccc3C(=O)N3CCc4ccccc4C23)CC1 (stereo not given)
34: COc1ccc(S(=O)(=O)N(CC(=O)NC2CC2)C2CCCCC2)cc1Cl
35: COCCNC(=O)C(c1cccc(OC)c1)N(Cc1cccs1)C(=O)Cn1nnc2ccccc21 (stereo not given)
36: COc1c2occc2c(OC)c2c(=O)cc(C(F)(F)C(F)(F)F)oc12

Compound,31,32,33,34,35,36
CatG inh,nt,6,-2,1,7,6
PKA inh,0,6,1,-9,8,-3
Her2 expr inh,143,10,79,71,146,64
ROCK2 inh,10,5,1,-12,5,2
CatL inh,-2,23,5,-5,-2,-4
CatS inh,nt,5,-3,-1,9,11
CatB mixtures,nt,-2,7,1,-6,0
C1s block,nt,-12,4,-1,-25,-37
CatB inh,-1,4,-6,4,3,-3

37: Cc1sc2nc3ccc(N4CCCC4)nn3c(=O)c2c1C
38: CCCc1nc(SCC(=O)N2CCN(c3ccccc3)CC2)c2c(=O)n(C)c(=O)n(C)c2n1
39: O=C(O)c1cc(S(=O)(=O)NCc2ccco2)c(Cl)cc1Cl
40: Cc1cccc2nc(CSCc3ccco3)cn12
41: O=C(NC1CCCC1)c1cccc(S(=O)(=O)N2CCCCC2)c1
42: O=C(Nc1ccc(S(=O)(=O)N2CCc3ccccc3C2)cc1)C1CCCO1 (stereo not given)

Compound,37,38,39,40,41,42
CatG inh,5,11,-1,10,-4,-1
PKA inh,7,4,3,1,8,11
Her2 expr inh,86,57,110,137,21,79
ROCK2 inh,4,-3,2,0,-2,6
CatL inh,-13,nt,-2,21,-9,4
CatS inh,-4,-8,-3,16,4,-6
CatB mixtures,2,6,-4,3,9,1
C1s block,-3,11,-4,12,0,-2
CatB inh,-3,3,0,7,5,-4

43: CCCN(CCC)CCNC(=O)c1cc2c(C)nc3ccccc3c2o1
44: CCN(CCO)Cc1cc(=O)oc2c(C)c(C)ccc12
45: COc1ccc(-n2c(=O)c3ccccc3n(CC(=O)Nc3cc(C)on3)c2=O)cc1OC
46: CC(Sc1nc2ccccc2s1)C(=O)N1CCOCC1 (stereo not given)
47: CCC(C)Sc1nc2c(c(=O)n1C)SC(C)C2 (stereo not given)
48: O=C(c1ccccc1Oc1nnnn1-c1ccccc1)N1CCOCC1

Compound,43,44,45,46,47,48
CatG inh,-2,-4,7,11,8,12
PKA inh,3,9,-3,2,-2,3
Her2 expr inh,100,106,74,68,87,100
ROCK2 inh,5,1,-2,nt,0,5
CatL inh,6,-3,-10,14,nt,-5
CatS inh,9,11,-6,4,1,-2
CatB mixtures,4,10,4,5,4,9
C1s block,1,-13,-7,15,6,13
CatB inh,8,7,2,2,3,4

49: CCOC(=O)Cc1cc(=O)c2c(=O)n(-c3ccccc3)[nH]c2[nH]1
50: Cn1c(-c2ccccc2)cccc1=O
51: CC(CNC(=O)c1ccc(Br)o1)NC(=O)c1ccc(Br)o1 (stereo not given)
52: COc1ccc(OC)c(NC(=O)COc2ccc(S(=O)(=O)NC(C)C)cc2)c1
53: CS(=O)(=O)N1CCN(C(=O)c2cc(-c3cccs3)nc3ccccc23)CC1
54: CCSc1nnc(NC(=O)NC(CC)(C(F)(F)F)C(F)(F)F)s1

Compound,49,50,51,52,53,54
CatG inh,0,11,9,14,-2,nt
PKA inh,-1,4,-2,1,3,4
Her2 expr inh,101,88,126,77,65,138
ROCK2 inh,8,2,-1,-6,8,-7
CatL inh,3,5,16,8,-25,-4
CatS inh,5,14,6,18,-14,nt
CatB mixtures,5,5,2,4,2,nt
C1s block,-8,15,12,-20,-35,nt
CatB inh,-2,3,1,5,-6,0

55: COc1ccc(CCNC(=O)C2CCCN(C(=O)N(C)C)C2)c(OC)c1 (stereo not given)
56: COc1ccccc1CNC(=O)c1ccc(NS(=O)(=O)c2c(C)noc2C)cc1
57: CCOc1cc(C2C(C(=O)O)c3cc(OCC)c(OCC)cc3C(=O)N2C)ccc1O (stereo not given)
58: Cc1nc2ccccc2nc1N1CCC(C)CC1
59: COC(=O)c1ccc(C)c(NC(=O)CN(c2cc(OC)ccc2OC)S(C)(=O)=O)c1
60: COc1ccc(CCNC(=O)CN2CCCc3ccccc32)cc1OC

Compound,55,56,57,58,59,60
CatG inh,-5,-2,-2,8,46,-3
PKA inh,7,-2,5,1,8,10
Her2 expr inh,91,76,98,111,123,92
ROCK2 inh,5,-1,8,3,5,1
CatL inh,7,4,15,12,nt,28
CatS inh,17,-6,8,3,-2,23
CatB mixtures,3,0,-3,1,-2,6
C1s block,-21,-11,-13,12,5,-21
CatB inh,4,4,1,1,6,5

61: Cc1cc(C)nc(NCC(O)CNc2ccccc2Cl)n1 (stereo not given)
62: O=C(Cc1cn2ccsc2n1)NCc1ccccc1
63: O=C(NCCC1=CCCCC1)C1CCCN(S(=O)(=O)c2ccc(F)cc2)C1 (stereo not given)
64: O=C(NC1CCCCCC1)c1cccc(N2CCCC2=O)c1

Compound,61,62,63,64
CatG inh,0,2,5,11
PKA inh,-1,8,10,7
Her2 expr inh,120,117,107,68
ROCK2 inh,nt,3,0,5
CatL inh,6,16,13,1
CatS inh,5,2,8,0
CatB mixtures,4,0,-5,5
C1s block,6,-3,-3,9
CatB inh,-2,2,1,3

Screens as filed in PubChem.
